TCR act – activators of T cell receptors. primary human leukocytes, anti-CD3, IL-2 HTRF, 48 h. Potency, µM (doses to about 9.22 µM), without a hit: at the highest dose activation of IL-2 secretion, hits mostly activators. 330,000 tested, under 10 active. AID 504894; also: % of control where 0% means no effect
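HTRF read-out of IL-2 secretion: europium cryptate donor excited at 320nm, d2 acceptor emission at 665nm. Cells were primary human leukocytes incubated 48 hr with compounds and a-CD3 beads, supplying TCR signal only.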
B2AR arrestin – beta2AR (human) beta-arrestin recruitment activity; Potency, µM (top dose mostly 46.1 µM), without a hit: top-dose activation, actives largely listed as activators; AID 492947; hit rate 0.02% among 330,000; P07550; beta-arrestin recruitment to beta2AR, cell-based reporter;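 also: potency is read from the fitted curve at half-maximal effect; 0% = DMSO controls and full agonism = EC100 isoproterenol or metaproterenol; nearly all actives have a fitted effect of over 65% in size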
TSHR antag – human thyrotropin receptor antagonism; TSHR-expressing cells, TSH-stimulated cAMP HTRF, 2 h; hits give low values; activity change, negative = inhibition, % at 11.5 µM; hit rate 0.2% among 330,000; AID 504810;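 active = activity change below a set negative limit, meaning inhibition stronger than a set level, cut at about -70% in these data; inconclusive = activity change between two set negative limits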; also: % is scaled to controls: 0 for no effect and ±100 for the full control effect
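TSHR-expressing cells were treated with compounds, then stimulated with TSH at EC80 (4nM final) for 2 hours at 37 deg C. Cellular cAMP was measured by HTRF competition between lysate cAMP and cAMP-d2 for a cryptate-labelled anti-cAMP antibody.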
Tb PFK block – inhibitors of T. brucei phosphofructokinase. O15648. T. brucei PFK, ADP-Glo luminescence. Potency, µM (top dose mostly 57.5 µM), for inactives: top-dose activity, negative = inhibition, actives largely listed as inhibitors. hit rate 0.17% among 330,000;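 also: potency is read from the fitted curve at half-maximal effect; 0% = uninhibited 1x PFK enzyme wells and -100% = no-enzyme wells; nearly all actives have a fitted effect of over 60% in size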
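Compounds were pin-transferred as a titration series up to 57 uM into substrate buffer (0.5 mM F6P, 0.1 mM ATP, pH 8.0), then 1.25 nM PFK was added and reactions ran 45 min before ADP-Glo detection.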
ELG1 DNA repair – ELG1-dependent DNA repair inhibition | HEK293T ELG1-luciferase reporter, luminescence, 16 h; DNA damage induced by 5-fluorouridine | AID 504467 | Potency, µM (doses to about 46.1 µM), without a hit: top-dose activity change, negative = inhibition, actives largely listed as inhibitors | hit rate 2.3% among 330,000; also: potency is read from the fitted curve at half-maximal effect; % is scaled to controls: 0 for no effect and ±100 for the full control effect; nearly all actives have a fitted effect of over 55% in size
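DMSO vehicle served as the neutral condition. Each well held 2,000 cells given 5-fluorouridine plus compound; after 16 hr at 37 °C/5% CO2, ONE-Glo was added and luciferase measured 30 min later.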
Eya2 phos inh – inhibitors of human Eya2 phosphatase activity | recombinant Eya2, OMFP fluorescence dephosphorylation (OMFP is methylfluorescein phosphate) | Potency, µM (doses to about 76.9 µM), without a hit: at the top dose activity, negative = inhibition, actives largely listed as inhibitors | hit rate 0.006% among 330,000; also: potency is read from the fitted curve at half-maximal effect; % is scaled to controls: 0 for no effect and ±100 for the full control effect
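Eya2 (0.2 uM) preincubated 10 min at ambient with compound, then OMFP substrate added at 50 uM; 10 min reaction in 50 mM HEPES pH 7.5, 50 mM NaCl, 5 uM MgCl2, 0.05% BSA, 1 mM DTT. Fluorescence read at Ex 485/Em 525 nm.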
TSG101-PTAP inh – blocks PTAP/TSG101 interaction to inhibit HIV-1 budding | Q99816 | Fluorescence polarization, FITC-PTAP peptide / Tsg101 binding | Potency, µM (series often up to 115 µM), without a hit: top-dose activity change, negative = inhibition, most hits filed as inhibitors | 340,000 tested, under 10 active | AID 493005; active = well fitted inhibition curve with a large enough effect in the main read-out, with a control signal flat, not every such curve was filed as active; inconclusive = small, poorly fitted or top-dose-only effect, or effect the other way, or a change in a side signal; inactive = no such curve, though single readings can be large or run the other way; also: potency is read from the fitted curve at half-maximal effect; % of control where 0% means no effect
Target sequence (Q99816 whole entry, looked up): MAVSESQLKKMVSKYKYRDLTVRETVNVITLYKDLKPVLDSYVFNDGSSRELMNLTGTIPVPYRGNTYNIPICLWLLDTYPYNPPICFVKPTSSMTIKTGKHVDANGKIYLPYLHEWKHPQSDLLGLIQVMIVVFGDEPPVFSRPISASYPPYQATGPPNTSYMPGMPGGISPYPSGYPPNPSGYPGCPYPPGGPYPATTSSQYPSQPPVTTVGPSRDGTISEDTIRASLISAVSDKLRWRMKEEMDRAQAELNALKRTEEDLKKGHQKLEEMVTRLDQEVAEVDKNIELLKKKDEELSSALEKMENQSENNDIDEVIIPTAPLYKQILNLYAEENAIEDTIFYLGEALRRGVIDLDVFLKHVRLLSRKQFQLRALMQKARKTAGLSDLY
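Steps: Tsg101 binding domain dispensed (10 uM final), compounds pinned in DMSO, FITC-labeled PTAP-motif peptide added (50 nM final); after 20 min binding at room temperature, polarization measured.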
BCR signal inh – blocks chronic active B-cell receptor signaling. hit rate 0.05% among 340,000. AID 493014. ABC-DLBCL IkBa-CBG/CBR reporter, luminescence ratio, 4 h. Potency, µM (series often up to 46.1 µM), for the others: top-dose ratio change, negative = lower green/red ratio, hits mostly inhibitors; active = well fitted inhibition curve with a large enough effect in the signal ratio, with a control signal flat, not every such curve was filed as active; inconclusive = small, poorly fitted or top-dose-only effect, or effect the other way, or a change in a side signal; the % refers to the signal ratio;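 also: potency is read from the fitted curve at half-maximal effect; plate controls were basal doxycycline-induced cells for no effect and cells given 10 µM MG132 for full effect; MG132 reads +100%, hits lower the ratio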
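Concentration-response series (up to 46 uM) were applied to TMD8 dual-reporter cells for 4 h at 37C with doxycycline. Green/red ratio, after filter-overlap correction, defined %Activity; red signal alone was normalised to basal cells and zero luminescence.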
Mito fusion yeast – blocks mitochondrial division or promotes mitochondrial fusion. Potency, µM (titrated, usually from 46.1 µM), for the others: at the top dose growth rescue (activation), most hits filed as activators. AID 485298. S. cerevisiae fusion-defective mutant growth rescue, CellTiterGlo 48 h. hit rate 0.23% among 320,000;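 also: potency is read from the fitted curve at half-maximal effect; % of control where 0% means no effect; nearly all actives have a fitted effect of over 45% in size; temperature-sensitive fusion mutants such as fzo1-1 at 37 °C on non-fermentable ethanol glycerol medium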
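Read-out: ATP-based luminescence (CellTiterGlo, 10 min ambient) reporting growth of fusion-defective ts yeast after 48 hours at 37C on glycerol/ethanol YPEG medium in the presence of compound.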
uPA surface inh – blocks generation of uPA at the cell surface; Potency, µM (top dose mostly 38.3 µM), without a hit: top-dose activity change, negative = inhibition, usual class: inhibitors; cell surface uPA generation assay, qHTS; hit rate 0.31% among 330,000; active = well fitted inhibition curve with a large enough effect; inconclusive = small, poorly fitted or top-dose-only effect; inactive = no such curve, though single readings can be large or run the other way; tested in mouse RAW 264.7 cells; also: potency is read from the fitted curve at half-maximal effect; % is scaled to controls: 0 for no effect and ±100 for the full control effect; nearly all actives have a fitted effect of over 55% in size
USP2a inh – blocks human ubiquitin-specific protease USP2a | O75604 | USP2 core, Ub-CHOP2 coupled fluorogenic reporter, 485/531 | Potency, µM (highest dose often 38.3 µM), without a hit: at the top dose activity change, negative = inhibition, hits mostly inhibitors | hit rate 0.01% among 330,000 | AID 463254;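 also: potency is read from the fitted curve at half-maximal effect; plate controls were DMSO wells for no effect and full inhibition by NEM control for full effect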
Target sequence (O75604 whole entry, looked up): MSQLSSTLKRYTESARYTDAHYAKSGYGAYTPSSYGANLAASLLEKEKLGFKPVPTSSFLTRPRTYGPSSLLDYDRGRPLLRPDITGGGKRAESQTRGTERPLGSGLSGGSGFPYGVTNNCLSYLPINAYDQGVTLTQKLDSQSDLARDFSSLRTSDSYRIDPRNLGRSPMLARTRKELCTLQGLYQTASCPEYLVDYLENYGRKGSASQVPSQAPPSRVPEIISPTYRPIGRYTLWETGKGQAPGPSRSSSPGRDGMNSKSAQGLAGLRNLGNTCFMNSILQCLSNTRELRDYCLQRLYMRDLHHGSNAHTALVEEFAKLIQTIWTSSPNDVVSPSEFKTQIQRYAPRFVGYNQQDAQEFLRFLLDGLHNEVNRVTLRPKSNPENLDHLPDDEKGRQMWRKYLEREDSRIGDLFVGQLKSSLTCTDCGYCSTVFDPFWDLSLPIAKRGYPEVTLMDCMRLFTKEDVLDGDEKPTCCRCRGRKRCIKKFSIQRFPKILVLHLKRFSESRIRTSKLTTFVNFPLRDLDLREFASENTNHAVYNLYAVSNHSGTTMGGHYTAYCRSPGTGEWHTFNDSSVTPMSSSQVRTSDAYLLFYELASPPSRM
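Cell-free coupled assay: 10nM USP2 core preincubated 30min RT with compound in Tris-HCl pH 8.0/CaCl2/CHAPS buffer, then 25nM Ub-CHOP2 and 25nM reporter substrate; fluorescence (Ex 485/Em 531) read after 60min RT, normalized to NEM inhibition, concentration-response curves fitted.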
An asterisk follows results filed as active; ? = inconclusive; . = not tested or not shown; [ ] = another dose, or the depositor's remark. Unless noted, calls follow the shape of the dose curve; as a rule, active = well fitted curve in the direction sought with a large enough effect; inconclusive = small, poorly fitted or top-dose-only effect, or another doubt; inactive = no such curve, though single readings can be large; an effect the other way counts as inactive or inconclusive.

SMILES	TCR act	B2AR arrestin	TSHR antag	Tb PFK block	ELG1 DNA repair	Eya2 phos inh	TSG101-PTAP inh	BCR signal inh	Mito fusion yeast	uPA surface inh	USP2a inh
COc1ccc(/C=C/C(=O)OCC(=O)c2c(C)[nH]c3ccccc23)cc1OC	-1%[46.1 µM]	2.5%	4	0%	?	0%	0%	?	11%	-2%	0%
CC1CC(C)CN(S(=O)(=O)c2ccc(Oc3ccc([N+](=O)[O-])cc3)cc2)C1 (configuration not stated)	4%	-0.5%	25	7%	3%	6%	-3%	0%	-1%	-3%	0%
COc1ccc(NC(=O)/C(=C/c2cccnc2)NC(=O)c2cccs2)cc1	3%[46.1 µM]	-0.2%	4	20%	14%	-14%	0%	-11%	-1%	-2%	1%
COC(=O)Cc1nnc(NC(=O)C(C)C)s1	-1%	-0.2%	20	6%	-5%	-8%	-7%	-34%	5%	1%	4%
COc1ccc(C(=O)NC2CCN(C(=S)Nc3cccc(C)c3C)CC2)cc1	-2%	0.0%	34	0%	25%	12%	-7%	3%	6%	8%	0%
CC1CCCN(c2nc3ccccc3nc2C(C#N)C(=O)OC2CCCCC2)C1 (configuration not stated)	.	0.3%	2	1%	-6%	18%	.	4%	0%	.	5%
Cc1cc(NC(=O)c2c(-c3c(F)cccc3Cl)noc2C)no1	-13%	-0.2%	11	0%	?	6%	-4%	9%	0%	-9%	0%
CCOC(=O)C(c1ccccc1)C(Nc1ccc(F)cc1)c1ccccn1 (configuration not stated)	2%	-0.2%	-6	6%	?	-3%	-5%	8%	-4%	-8%	0%
O=C(CSc1ccccc1[N+](=O)[O-])NC1CCS(=O)(=O)C1 (configuration not stated)	-13%[46.1 µM]	-1.3%	19	-6%	15%	-14%	0%	-3%	1%	-4%	2%
Cc1nnc(NC(=O)CSc2nc(CC(C)C)nc3c2c(=O)n(C)c(=O)n3C)s1	.	0.6%	-10	-1%	-20%	-5%	2%	2%	2%	1%	0%
Cc1c(Cc2ccccc2)sc(NC(=O)C(C)(C)C)c1C(N)=O	-4%	-0.2%	6	-2%	-7%	-2%	-1%	?	-10%	5%	3%
O=C(N/N=C/C=C/c1ccco1)/C(=C/c1ccccc1)NC(=O)c1ccccc1	0%[46.1 µM]	0.0%	-3	-12%	1%	-3%	2%	3%	1%	3%	1%
COCCN1C(=O)N[C@@H](c2ccc(Br)cc2)C(C(C)=O)=C1C	.	-0.3%	3	-1%	1%	3%	.	0%	0%	.	1%
Cc1ccc(CN(CC2CCCO2)C(=O)CN2C(=O)C(C(C)C)Oc3ccccc32)o1 (configuration not stated)	-8%	0.1%	2	1%	?	-1%	-14%	-1%	9%	.	0%
CN(C)c1ccc(-c2cc([C@H]3[C@@H]4C=CCC[C@@]4(C)C(=O)N3Cc3ccccc3)ccc2F)cc1	6%	-0.5%	-1	6%	-1%	3%	-5%	?	-21%	4%	5%
CSCCC(NC(=O)c1ccccc1Cl)C(=O)N1CCN(C(c2ccccc2)c2ccccc2)CC1 (configuration not stated)	6%	0.0%	45	-12%	?	-18%	-2%	?	4%	7%	-11%
O=c1[nH]c2ccccc2cc1-c1nnn(-c2ccc(F)cc2)n1	8%	-0.4%	20	-2%	?	2%	-2%	?	-5%	-22%	-2%
Cc1cccc(-c2noc(CN(C)C(=O)COc3ccccc3)n2)c1	-2%	0.0%	-6	-12%	-6%	5%	-4%	-4%	-1%	-1%	0%
CN(CC(=O)Nc1ccc(OC(F)(F)F)cc1)C(=O)Cc1cccs1	.	-0.6%	11	-6%	5%	-9%	-2%	-3%	.	-17%	-6%
CCOC(=O)c1nn(-c2ccc(C)cc2)c(=O)cc1OCC(=O)Nc1cccc(OC)c1	0%	-0.2%	-8	10%	13%	-5%	1%	-7%	12%	0%	-1%
COc1cccc(OC)c1C(=O)Nc1ccc([N+](=O)[O-])cn1	13%[46.1 µM]	0.3%	11	6%	3%	-2%	-6%	-4%	2%	3%	0%
O=C(CSc1ncn[nH]1)N1CCOCC1	7%	-0.1%	4	0%	-6%	-2%	-3%	1%	-12%	4%	1%
O=C(CN(CCc1ccccc1)C(=O)CNS(=O)(=O)c1ccccc1)NCc1ccco1	-7%	-0.2%	-6	0%	-3%	25%	-5%	0%	0%	-4%	0%
NS(=O)(=O)c1ccc(NC(=O)COC(=O)c2cnc(Cl)c(Cl)c2)cc1	-2%	-0.4%	3	-7%	17%	10%	0%	3%	-4%	4%	1%
Cc1cc(=O)[nH]c(SCc2cccc(F)c2)n1	5%	3.0%	0	1%	-2%	4%	-4%	2%	5%	-1%	4%

The listing continues.
SMILES	TCR act	B2AR arrestin	TSHR antag	Tb PFK block	ELG1 DNA repair	Eya2 phos inh	TSG101-PTAP inh	BCR signal inh	Mito fusion yeast	uPA surface inh	USP2a inh
Cc1ccccc1OC(C)C(=O)N1CCC(Cc2ccccc2)CC1 (configuration not stated)	13%	-0.7%	-6	3%	-1%	1%	-5%	-1%	-1%	3%	-1%
COc1ccccc1NC(=O)c1ccccc1NS(C)(=O)=O	-1%	-0.3%	-5	-2%	5%	-1%	-4%	-16%	16%	12%	3%
CCOC1=NS(=O)(=O)c2ccccc21	-9%[46.1 µM]	-0.3%	2	2%	?	1%	-1%	-1%	-3%	4%	2%
COc1ccc2cc(C(=O)NCCc3ccccc3)[nH]c2c1	3%	-0.2%	-2	3%	?	3%	0%	?	-6%	0%	0%
O=C(NCc1ccccc1F)Nc1ccc([N+](=O)[O-])cc1	10%	-0.2%	-15	-18%	-21%	-13%	-2%	?	27%	.	1%
O=C(O)C1CCCN1S(=O)(=O)c1cccc(S(=O)(=O)N2CCCC2C(=O)O)c1 (configuration not stated)	14%	-0.6%	-3	3%	28%	-5%	-3%	4%	1%	-1%	2%
COC(=O)c1oc2c(c1C)C(=O)CC(C)(C)C2	-2%	0.3%	-1	2%	2%	-10%	2%	2%	6%	4%	-1%
O=S(=O)(/C=C/c1ccccc1)NC1CCCCCC1	8%	-0.6%	-5	2%	-10%	3%	1%	4%	5%	0%	2%
CCOc1ccc(CCNC(=O)c2ccc3nc(N4CCOCC4)sc3c2)cc1OCC	7%	-0.4%	4	2%	23µM*	1%	0%	?	1%	-1%	0%
CS(=O)(=O)c1nc(-c2ccccc2)c(-c2ccccc2)[nH]1	3%[46.1 µM]	-2.0%	-6	-14%	17%	1%	2%	6%	-1%	-8%	0%
COc1ccc(/C=C/C(=O)OCC(=O)NCCc2ccccc2)c(OC)c1	9%[46.1 µM]	-0.4%	-1	7%	?	-3%	-4%	-7%	.	-1%	-4%
O=C(CC1Oc2ccccc2NC1=O)NC1CCCC1 (configuration not stated)	1%	0.0%	8	0%	0%	-5%	-2%	?	-1%	8%	1%
O=C(CSc1nc2ncc(Cl)cc2[nH]1)Nc1ccccc1-c1ccccc1	-3%	0.1%	2	-2%	?	1%	-4%	?	-10%	13%	-5%
Cc1cc2oc(=O)cc(CN(C)Cc3cccc(F)c3)c2cc1Cl	5%	-0.9%	4	1%	2%	4%	0%	4%	-11%	3%	-1%
COc1ccc(C(=O)/C=C/c2cccnc2)c(OC)c1	.	-0.3%	7	1%	?	13%	-3%	?	-5%	?	0%
Cc1ccc(S(=O)(=O)N2CCN(C3CC(=O)N(CCc4ccccc4)C3=O)CC2)cc1C (configuration not stated)	.	0.0%	12	-1%	?	1%	-2%	-3%	-4%	3%	-11%
COc1ccccc1NC(=O)Nc1nc(CC(=O)Nc2cc(F)ccc2F)cs1	0%	0.1%	-14	-4%	?	32%	0%	?	-4%	8%	-1%
Cc1nn(-c2ccccc2)c(N)c1C(c1ccc(C(C)C)cc1)c1c(C)nn(-c2ccccc2)c1N	-1%[46.1 µM]	0.0%	-13	0%	8.2µM*	-2%	2%	-4%	21%	-4%	-2%
CCOc1ccc(N2C(=O)Nc3ccc(Br)cc3C2(O)C(=O)NCCN(C)C)cc1 (configuration not stated)	1%	-0.5%	-1	-3%	13%	1%	-4%	0%	-2%	8%	0%
COc1cc(-c2nc(S(=O)(=O)c3ccc(Cl)cc3)c(N(C)C)o2)cc(OC)c1OC	2%	0.2%	-20	0%	8.2µM*	6%	-6%	-10%	4%	4%	2%
CCCCCCCCn1c(=O)c(C(=O)OCC)c(O)c2ccccc21	5%	0.0%	9	-5%	2%	4%	-6%	12%	9%	10%	0%
CCCOc1ccc(N2CC(C(=O)Nc3ccc(N4CCOCC4)cc3)CC2=O)cc1 (configuration not stated)	-3%	0.6%	9	0%	8%	0%	-2%	-1%	-2%	2%	2%
